Screening results (PubChem)
SUMO1 PPI mod – SUMO1-SIM interaction modulation | P63165 | SUMO1 binding to a labelled peptide, TR-FRET, 1 h | inhibition, % at 20 µM | 360,000 compounds, 0.33% hits; in the data active = inhibition above about 37%
STEP block – STEP (human) phosphatase inhibition | P54829 | AID 588621 | 360,000 compounds, 0.25% hits | recombinant STEP, OMFP fluorogenic substrate, fluorescence | inhibition, % at 20 µM;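 active = inhibition at 20 µM, scaled per plate between control wells, above about 37%, limit read from the data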;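 also: 0% = DMSO with enzyme and substrate and 100% = substrate only without enzyme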
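Assay system: isolated STEP enzyme. Buffer or medium: pH 6.0 Bis-Tris with DTT and Tween 20. Also added: fluorogenic phosphatase substrate OMFP at 25 µM final. Dosing: 20 µM, 1% DMSO. Timing: 20 min reaction, room temperature, in the dark. Measured by: fluorescence intensity, excitation 480 nm, emission 540 nm. Evaluation: normalized % inhibition.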
TbMetRS inhib – blocks T. brucei methionyl-tRNA synthetase activity; purified T. brucei MetRS, ATP depletion, Kinase-Glo luminescence; inhibition, % at 11.9 µM; 360,000 compounds, 0.4% hits; AID 624268;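 active = inhibition above a per-plate cutoff of the control wells' mean inhibition plus 3 SD, cut at about 5.5% in these data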;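 also: 0% = DMSO wells median and 100% = median of wells with control inhibitor compound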
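Test system: purified T. brucei MetRS enzyme. Also added: ATP, methionine and E. coli bulk tRNA substrates. Compound: 11.9 µM single point. Schedule: 15 min enzyme-compound preincubation, 2 h reaction, 10 min detection, 25 °C. Signal: luciferase luminescence of residual ATP, Kinase-Glo. Evaluation: percent inhibition versus plate control medians. Controls: DMSO wells, low control.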
DNMT1 block – inhibitors of human DNMT1. P26358. DNMT1 molecular beacon, Hinp1I cleavage, fluorescence. inhibition (reported as % activation of signal), % at 10 µM. 360,000 compounds, 0.83% hits; in the data active = inhibition above about 50%
bovine MsrA act – bovine methionine sulfoxide reductase A activation. purified bovine MsrA, absorbance read-out. activation, % at 10.6 µM. 360,000 compounds, 0.3% hits; in the data active = activation above about 7.5%;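 also: 0% = vehicle and 100% = reference activator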
Scp1 inh – blocks human Scp-1 phosphatase activity; Q9GZU7; Recombinant Scp1, phosphopeptide, malachite green phosphate absorbance; inhibition, % at 20 µM; 340,000 compounds, 0.88% hits;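 active = inhibition above about 50% at 20 µM, limit read from the data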;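 also: plate controls were DMSO wells with enzyme for no effect and wells lacking enzyme for full effect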
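assay system = SCP-1 phosphatase catalytic domain, residues 76-261 | buffer or medium = 50 mM Tris acetate pH 5.5, 0.005% Tween-20, 10 mM MgCl2 | incubation = enzyme reaction 45 min at room temperature, colour 5 min, stabilisation 30 min | signal = Phosphate-binding colour reagent, absorbance read at 630 nm | measure = % inhibition at 20 µM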
LMPTP inh – blocks human LMPTP phosphatase. P24666. recombinant LMPTP-A, OMFP fluorogenic substrate, fluorescence intensity. inhibition, % at 20 µM. 360,000 compounds, 0.22% hits;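 active = compounds that cut the enzyme signal by at least half of the control window in the single-dose screen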;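 also: plate controls were DMSO wells with enzyme plus substrate for no effect and substrate without enzyme for full effect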
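Assay system: LMPTP-A enzyme. Input: 0.625 nM LMPTP-A final. Probe or stimulus: 400 µM OMFP. Compound dosing: single 20 µM dose. Schedule: 50 min dark incubation at room temperature. Detection: fluorescence intensity of OMFP turnover product. Read-out: percent inhibition versus substrate-only and uninhibited controls. Benchmarks: no-enzyme low control, uninhibited high control.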
MsrA inh – inhibits bovine methionine sulfoxide reductase A; purified bovine MsrA, absorbance read-out; inhibition, % at 15.5 µM; 360,000 compounds, 0.75% hits; AID 651718; in the data active = inhibition above about 4.5%;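 also: 0% = vehicle wells with enzyme and 100% = reference inhibitor wells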
CendR NRP1 mod – modulators of CendR peptide binding to human neuropilin-1. O14786. FAM-RPARPAR peptide binding to NRP-1, fluorescence polarization. inhibition, % at 25 µM. 360,000 compounds, 0.85% hits. AID 602438;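 active = inhibition or corrected inhibition above about 18%, plus a signal ratio from 0.5 to 1.5, limit read from the data, passing the limit was not always enough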; also: strong numbers were not always called active
Target sequence (O14786 whole entry, looked up): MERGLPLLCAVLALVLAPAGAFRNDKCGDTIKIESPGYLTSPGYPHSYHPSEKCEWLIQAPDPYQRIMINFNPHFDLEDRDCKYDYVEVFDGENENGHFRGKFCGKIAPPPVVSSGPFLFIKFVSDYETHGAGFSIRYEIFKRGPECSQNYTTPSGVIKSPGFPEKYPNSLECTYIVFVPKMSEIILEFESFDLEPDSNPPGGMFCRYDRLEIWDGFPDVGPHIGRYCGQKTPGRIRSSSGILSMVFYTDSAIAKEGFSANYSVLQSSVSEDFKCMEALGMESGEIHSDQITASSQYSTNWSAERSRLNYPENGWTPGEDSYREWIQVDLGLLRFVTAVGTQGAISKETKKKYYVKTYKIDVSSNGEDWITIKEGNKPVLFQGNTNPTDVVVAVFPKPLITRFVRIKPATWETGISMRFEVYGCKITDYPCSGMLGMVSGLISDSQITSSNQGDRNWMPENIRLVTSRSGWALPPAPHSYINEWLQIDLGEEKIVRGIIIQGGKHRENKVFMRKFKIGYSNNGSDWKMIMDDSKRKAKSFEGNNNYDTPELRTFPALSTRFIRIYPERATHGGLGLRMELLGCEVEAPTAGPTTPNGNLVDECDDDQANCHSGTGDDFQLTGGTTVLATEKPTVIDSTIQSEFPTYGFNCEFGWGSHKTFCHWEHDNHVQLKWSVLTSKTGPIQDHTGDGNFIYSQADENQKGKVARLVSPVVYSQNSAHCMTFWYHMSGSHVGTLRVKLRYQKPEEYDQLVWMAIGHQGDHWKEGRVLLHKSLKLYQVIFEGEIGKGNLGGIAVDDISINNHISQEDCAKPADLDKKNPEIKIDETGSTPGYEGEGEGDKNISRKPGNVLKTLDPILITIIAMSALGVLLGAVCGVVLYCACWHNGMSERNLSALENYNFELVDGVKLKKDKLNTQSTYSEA
E coli Lon inh – inhibits E. coli Lon protease; P0A9M0; purified E. coli Lon protease, fluorescence polarization; inhibition, % at 7.94 µM; 360,000 compounds, 0.42% hits; in the data active = inhibition above about 13%, passing the limit was not always enough;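 also: 0% = enzyme with probe and DMSO and 100% = no enzyme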
The depositor's hits bear a star; nt = not tested or not shown.

Every second line gives: STEP block	TbMetRS inhib	Scp1 inh	E coli Lon inh	SUMO1 PPI mod	LMPTP inh	DNMT1 block	MsrA inh	CendR NRP1 mod	bovine MsrA act
1) COc1ccc(C(=O)Oc2cc3c4c(c2)C(C)=CC(C)(C)N4C(=O)C3=O)cc1OC
  10	-1.4	-5	-8	-1	0.6	-2	-0.4	-1	-6
2) C/C(CC(=O)Nc1ccc2c(c1)OCCO2)=N\NC(=O)c1ccccc1F
  0	-0.6	-2	3	18	0.6	2	-0.1	-4	-3
3) CCCCCN(C(=O)CCC(=O)OCc1ccc(C(C)C)cc1)c1c(N)n(CCCC)c(=O)[nH]c1=O
  1	0.3	1	-6	0	-5.8	2	-0.5	-7	1
4) COc1ccc(CC(=O)N/N=C(\C)CC(=O)Nc2cccc(F)c2)cc1
  -1	-0.6	-4	2	8	1.4	-4	1.8	3	-3
5) Cc1ccc(-c2csc(N(CCO)CCCn3c(C(F)(F)F)nc4cc(C(F)(F)F)ccc43)n2)cc1
  -2	-0.3	-3	-9	6	3.5	-28	0.3	-11	-2
6) Cc1sc2ncnc(OCC(=O)NC(C)C)c2c1C
  -3	-0.1	5	4	-4	-1.5	1	0.6	4	2
7) O=C(NCC1CCCN(C(=O)NCc2ccccc2)C1)c1ccc2c(c1)OCO2 (centres undefined)
  1	-0.4	-26	-7	-6	-0.4	1	-0.9	6	-3
8) COc1cccc(C(C)(O)c2nc(-c3cnn(C)c3)cs2)c1 (centres undefined)
  2	-0.1	nt	4	3	-1.6	3	-0.4	5	0
9) COc1ccc(-c2c(NC(=O)c3ccco3)oc3ccc(Cl)cc3c2=O)cc1
  0	0.6	-6	-10	2	1.5	-4	3.3	-4	-3
10) Fc1ccc(Cn2cc(C(=S)N3CCOCC3)c3ccccc32)cc1
  4	-0.6	-14	0	3	0.8	1	-0.3	-10	3
11) CCOC(=O)[C@H]1[C@H]2COc3ccc(C)cc3[C@@H]2N2C(=O)c3cc(OC)c(OC)cc3NC(=O)[C@@]12C
  -4	-0.2	2	-6	1	1.0	-6	-0.4	-8	-2
12) Cc1ccc(NC(=O)N(CCC#N)Cc2ccccc2)cc1
  5	-0.2	-8	-7	3	-0.8	-1	-1.4	8	5
13) COCC(=O)N1CCC(Oc2ccc(C(=O)NCCc3ncccc3C)cc2)CC1
  -5	-0.2	-5	-7	-1	-2.0	5	0.8	13	-1
14) Cc1cc(S(=O)(=O)N2CCCC(N(C)CCc3ccccn3)C2)c(C)cc1Cl (centres undefined)
  -1	-0.1	-2	5	-4	-0.5	-3	-0.7	6	-2
15) COc1ccc2cnn(-c3ccc(C)cc3)c(=O)c2c1OC
  -3	-0.7	-3	9	-3	-1.0	-3	-0.1	6	-1
16) Cc1ccccc1CN1CCCOCCS1(=O)=O
  2	-0.3	-8	-5	5	-1.9	4	1.8	18	-1
17) C/C(=N/NC(=O)c1cc2ccccc2cc1O)c1ccco1
  1	-0.1	-8	-8	-9	1.7	-6	0.5	-4	-1
18) COc1ccc(-n2c(SC)nc(O)c(Cc3ccccc3)c2=O)cc1
  2	-0.7	-4	0	-1	-1.0	-3	0.0	-5	-5
19) Cc1cccc(N(Cc2ccccc2)C(=O)CN2C(=O)NC3(CCCCC3C)C2=O)c1 (centres undefined)
  -2	-0.3	-6	-10	-2	-0.7	4	0.8	5	0
20) CCC(=O)/C=C1/Sc2ccccc2N1CC
  -1	-1.4	-3	-5	-9	0.9	-18	8.2*	-6	-9
21) CC(=O)c1c(COC(=O)c2ccncc2)nc2ccccc2[n+]1[O-]
  -1	0.5	-11	-1	-9	2.0	3	2.0	3	-6
22) COc1cc(C2NC(=O)NC(C)=C2C(=O)OC2CCCC(C)C2)cc(Br)c1O (centres undefined)
  -1	-0.3	-6	-4	8	1.8	-7	-1.1	-2	-2
23) CC(CCc1ccccc1)NC(=O)c1ccccc1 (centres undefined)
  0	-1.3	-6	1	2	-1.8	-4	-1.7	-13	-4
24) CC(C)OC(=O)CSc1nnc(CNc2ccc(Cl)cc2)n1C
  -3	0.5	-4	-3	5	-0.3	1	0.8	-6	2
25) CCc1cccc(NC(=O)CCc2c(C)nn(-c3ccc(N4CCCCC4)nn3)c2C)c1
  -1	0.2	-6	1	-1	1.5	2	-0.8	-4	-2
26) CN(CC(=O)Nc1ccc(F)cc1)C(=O)COc1ccc(C(=O)c2ccccc2)cc1
  3	-0.2	-10	-3	0	0.7	-3	-0.2	3	0
27) COc1ccccc1S(=O)(=O)N(C)C[C@H]1OCc2cn(nn2)CCCC(=O)N([C@@H](C)CO)C[C@@H]1C
  1	-0.2	nt	-4	0	-2.7	4	0.4	-3	-6
28) Cn1nc(-c2ccc(C(=O)O)cc2)c2ccccc2c1=O
  -1	0.9	-2	-5	-2	-0.6	3	0.8	12	1
29) CCOc1cc(NC(=O)c2ccccc2[N+](=O)[O-])c(OCC)cc1NC(=O)CC(C)C
  -5	-0.5	-3	-9	-4	-2.3	3	-0.3	-4	-2
30) Cc1ccc2cc(CCNC(=O)c3ccc(S(=O)(=O)N4CCOCC4)cc3)c(=O)[nH]c2c1C
  -4	0.7	-10	-6	-2	-0.4	0	-0.6	16	-3
31) Cn1cc([C@]2(O)C(=O)Nc3ccccc32)c2ccccc21
  nt	0.0	nt	nt	5	-1.1	nt	0.4	-2	nt
32) Cn1c(=O)c([N+](=O)[O-])c(-n2cnc3ccccc32)c2ccccc21
  1	0.4	-1	8	-11	-1.3	2	0.3	-10	-3
33) COc1ccc(CCn2c(=N)c(C(=O)NCCN3CCOCC3)cc3c(=O)n4ccccc4nc32)cc1OC
  3	0.0	-10	-4	-18	3.2	-3	0.3	-15	-1
34) O=C(CNC(=O)N1CC(=O)Nc2ccccc21)Nc1ccccc1F
  -1	-0.5	3	-4	5	-1.3	-2	-1.1	-5	-1
35) O=C(CCOc1ccccc1F)N1CCN(c2ccccc2O)CC1
  0	-0.6	-11	-17	-3	3.2	-5	0.1	10	-1
36) CC(C)(C)c1csc(NC(=O)c2ccncc2)n1
  -2	-0.5	-7	-3	0	-1.1	-2	2.9	-4	-3
37) C/C(=N\OC(=O)C1CC1)C1CC1c1ccc(F)cc1 (centres undefined)
  1	-1.5	1	-6	-1	-2.2	1	-0.1	1	-8
38) Brc1ccc(COn2ccnc2)cc1
  -2	-0.9	4	8	-4	0.5	-6	-0.8	-2	-11
39) Cc1ccc(Cn2c(CCNc3nc(-c4ccc(Cl)c([N+](=O)[O-])c4)cs3)nc3cc(Cl)c(Cl)cc32)cc1
  2	-0.3	11	-5	0	3.5	-10	0.5	14	-1
40) COCCCNc1ccn2nc(-c3ccc(Cl)cc3)cc2n1
  2	-0.4	nt	-3	16	2.7	-6	1.8	8	-6
41) Cc1cc(C)nc(SCCn2c(N(C)Cc3ccccc3)nc3c2c(=O)n(C)c(=O)n3C)n1
  -1	-0.2	-1	-4	2	0.5	1	nt	-4	8
42) Cc1nn(C(C)C(=O)NCCCN2CCCCCC2)c(=O)c2cc3sccc3n12 (centres undefined)
  0	-0.6	1	-1	-36	25	-9	0.4	0	-5
43) CC1(C)Cc2c(c(N3CCOCC3)nc3snc(N)c23)CO1
  1	-0.4	3	1	-2	-0.1	1	0.1	2	-4
44) COc1ccc(S(=O)(=O)Nc2ccc3c(c2)C(=O)N([C@H](C)CO)C[C@H](C)[C@@H](CN(C)Cc2ccncc2)OCCCC[C@@H](C)O3)cc1
  -1	-0.4	nt	0	3	-2.2	1	-1.1	-2	0
45) Cc1cc(=O)[nH]c(N/N=C/c2ccco2)n1
  15	0.0	2	-9	0	-2.5	2	-0.9	3	1
46) Cc1ccc(CCC(=O)Nc2cc(Cl)ccc2Cl)o1
  0	0.5	-6	1	1	-0.2	1	-1.0	11	0
47) O=C(N/N=C/c1ccccc1Cl)c1ccncc1
  -2	-1.1	-4	5	-9	0.2	0	1.0	1	-3
48) O=C(Nc1cccnc1)c1ccc(Cl)c(S(=O)(=O)N2CCCCCC2)c1
  3	-0.3	-5	-5	8	0.3	-1	-0.2	8	-1
49) Cc1cc(=O)oc2cc3oc(=O)cc(C)c3cc12
  -3	-1.0	-1	3	1	0.2	7	1.9	-2	-8
50) CCOc1ccc(NC(=O)CN(C)C(=O)c2cccc3ccccc23)cc1OCC
  -1	-0.1	-12	5	2	-7.0	-2	-2.1	1	-3
51) CN(C)c1cccc(CNC(=O)c2csc([C@H]3C[C@H](O)[C@@H](CO)O3)n2)c1
  0	-0.2	nt	1	-1	-1.5	2	1.3	1	0
52) CCN(CC)CCNc1nc2c(c(=O)[nH]c(=O)n2C)n1CCCc1ccccc1
  0	0.3	-5	1	-1	-1.0	-2	0.1	-2	-3
53) CC(C)=C(NC(=O)c1ccccc1)C(=O)N/N=C(\C)c1ccccc1O
  -1	-0.2	-13	-5	4	-0.8	2	-1.3	0	-4
54) COc1ccc(OC)c(-c2nn(-c3ccccc3)cc2C(=O)NCC(c2cccs2)N2CCOCC2)c1 (centres undefined)
  1	-0.1	-4	-5	5	0.1	-1	2.6	-12	-3
55) CN1CCC(OC(=O)c2ccc(Br)cc2)CC1
  0	-0.2	-2	-11	1	-1.9	4	-0.5	-6	-2
